# Screening data (PubChem BioAssay)
# MEKK2 mut-MEK5 – signal of MEK5 binding to mutant human MEKK2 PB1 domain; percent response, % at 10 µM; bead flow cytometry, Alexa488-MEK5 binding to MEKK2 mutant; hit rate 0.35% among 290,000; in the data active = percent response above about 24%, passing the limit was not always enough; note: inactives centre near 1; some results filed as inactive read as strong as hits
# IMP-1 inhibitor – inhibitors of Pseudomonas aeruginosa IMP-1 metallo-beta-lactamase. purified IMP-1, nitrocefin hydrolysis, epi-absorbance fluorescence. inhibition, % at 5.6 µM. hit rate 0.45% among 290,000;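 active = inhibition above the mean plus 3 SD of all compounds in the same screening run, cut at about 4.5% in these data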;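 note: 0% = IMP-1 with DMSO and 100% = DMSO wells lacking enzyme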
#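 Test system: recombinant IMP-1 enzyme, purified / Medium: HEPES buffer pH 7.1 with ZnSO4 and Brij 35 / Doses: single dose, 5.6 µM / Times: 25 °C, 15 min preincubation, 25 min reaction / Detection: Epi-absorbance via hydrolysed-nitrocefin quenching of white-plate fluorescence, 480/530 nm, EDTA stop / Evaluation: percent inhibition from optical density relative to buffer-blank wells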
# NALP1 yeast inh – blocks the NALP1 inflammasome reconstituted in yeast; S. cerevisiae NALP1/ASC/caspase-1 growth, X-gal OD620, 72 h; inhibition, % at 10 µM; hit rate 0.61% among 280,000; AID 2071; in the data active = inhibition mostly above about 24%, no sharp cut-off; inactive = mostly below about 32%; note: some compounds called inactive have numbers as strong as hits
# MEKK2wt PB1 HTS – raises or lowers MEK5 binding to wildtype human MEKK2 PB1 domain; Q9Y2U5; bead flow cytometry, Alexa488-MEK5 binding to MEKK2 WT; actives lie on both sides; binding response (% of control), % at 10 µM; hit rate 1.1% among 290,000; in the data active = binding response below about 67% or above about 130%
# FID counter – counter-screen for HCV NS3 helicase inhibitors: DNA intercalator displacement; DNA fluorescent intercalator displacement, fluorescence; inhibition, % at 7.9 µM; hit rate 0.17% among 290,000; in the data active = inhibition above about 37%;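 note: 0% = vehicle and 100% = reference compound; higher means more ethidium bromide displaced from hairpin DNA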
# M18AAP inhibitor – PfM18AAP enzyme inhibition | recombinant PfM18AAP, H-Glu-NHMec fluorogenic cleavage | inhibition, % at 7.35 µM | hit rate 1.2% among 290,000;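 active = inhibition above the campaign mean inhibition over all tested compounds plus 3 SD, cut at about 28% in these data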;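 note: 0% = plate median of test compound wells and 100% = 2 mM ZnCl2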
# UBC9 SUMO inh – inhibitors of human SUMOylation (UBC9); HTRF SUMOylation assay, SAE1/SAE2 + UBC9, in vitro; inhibition, % at 35 µM; hit rate 0.36% among 290,000; AID 2006; in the data active = inhibition above about 50%, passing the limit was not always enough; note: strong numbers were not always called active
# Target sequence (P63279 whole entry, looked up): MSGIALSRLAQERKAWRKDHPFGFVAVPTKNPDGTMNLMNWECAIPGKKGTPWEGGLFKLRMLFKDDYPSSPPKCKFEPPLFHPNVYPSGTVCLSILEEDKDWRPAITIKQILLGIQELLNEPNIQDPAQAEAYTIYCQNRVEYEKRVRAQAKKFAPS
# NS3 helicase inh – HCV NS3 helicase inhibition; AID 1800; NS3 helicase DNA unwinding, Cy5 molecular beacon fluorescence; hit rate 0.56% among 290,000; inhibition, % at 10.9 µM;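 active = inhibition above the mean of all tested compounds plus 3 SD, set per campaign, cut at about 35% in these data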;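 note: 0% = DMSO wells and 100% = thioflavine S control wells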
#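 System: Hepatitis C virus NS3 helicase domain fragment enzyme | Reagent: Annealed dual-labelled DNA beacon duplex, ATP-started | Compound dosing: 10.9 µM single point, 0.8% DMSO | Incubation: 1 h reaction at 25 °C, ATP-initiated | Technique: Cy5 fluorescence | Evaluation: Percent inhibition from t60/t0 fluorescence ratio | Benchmarks: Low DMSO, high thioflavine S at 110 µM | Replication: Singlicate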
# VIM-2 inh – blocks Pseudomonas aeruginosa VIM-2 metallo-beta-lactamase. purified VIM-2, nitrocefin hydrolysis, epi-absorbance fluorescence. inhibition, % at 5.6 µM. hit rate 0.89% among 290,000. AID 1527;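 active = inhibition above the mean of all tested compounds plus 3 SD, cutoff set per screening run, cut at about 7.5% in these data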;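 note: red hydrolysis product quenches plate fluorescence so inhibitors raise well fluorescence; 0% = enzyme with DMSO and 100% = DMSO without enzyme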
# Numbers without * were called inactive; nt = no result given; & = joins results of further samples.
canonical_smiles,IMP-1 inhibitor,NS3 helicase inh,M18AAP inhibitor,NALP1 yeast inh,VIM-2 inh,UBC9 SUMO inh,MEKK2 mut-MEK5,MEKK2wt PB1 HTS,FID counter
CNC(=S)N(CCc1c(C)[nH]c2ccccc12)Cc1cc(OC)c(OC)c(OC)c1,-4.5,-21,4,22,-1.2,-16,0,109,-24
COc1ccc2cc(C(=O)C3CCCN(C(=O)c4csnn4)C3)ccc2c1 (stereo not drawn),-1.2,-7,-3,-5,-3.2,9,2,94,-20
CC(C)c1ccc(N2CCN(C(=O)c3ccccc3NC(=O)/C=C\C(=O)O)CC2)cc1,-1.7,4,-2,17,0.1,17,-1,96,-19
O=C(C1CCN(Cc2ccc(F)cc2)CC1)N1CCN(C/C=C/c2ccccc2)CC1,-2.1,-2,4,-1,-1.6,-5,13,114,14
CN1C(=O)N(c2cccc3ccccc23)C(n2cncn2)C1(C)C (stereo not drawn),-4.6,1,81*,18,-2.4,-29,13,109,-3
Cc1ccc2c(c1)nnn2C1CCN(CC(=O)N2CCN(c3ccc(F)cc3)CC2)CC1,0.8,0,-2,8,-3.0,17,0,104,-15
N#C/C(C(=O)NCc1ccco1)=C1/SC(Cc2ccc(F)cc2)C(=O)N1c1ccccc1 (stereo not drawn),-3.7,32,6,30,-2.1,7,4,108,-34
COc1ccccc1CCNC(=O)C(=O)NCC1OCCN1S(=O)(=O)c1ccc(Cl)cc1 (stereo not drawn),-5.1,13,0,13,-2.2,18,5,106,-30
Cc1nc(N)c(C#N)c(-c2ccccc2Cl)c1C,-2.9,4,-6,-1,-3.8,12,7,105,-7
COC(CNC(=O)c1ccc2c(c1)ncn2C1CCCCCC1)OC,-0.7,3,-5,7,0.4,8,1,102,-22
COc1ccccc1CNC(=O)C1CCC(CNS(=O)(=O)c2ccc(C)cc2)CC1 (stereo not drawn),-0.9,-10,-11,8,-0.1,1,0,110,-47
Cc1ccc(-c2nnc(SCC(=O)N3CCOCC3)nc2-c2ccc(C)cc2)cc1,-3.2,0,6,6,-2.0,16,8,107,-32
Cc1cc([N+](=O)[O-])nn1CC(=O)N/N=C/c1ccccc1Br,-1.6,0,-19,22,-0.3,17,-15,88,-4
O=C(c1ccc(Cl)c(S(=O)(=O)N2CCCCC2)c1)N1CCCCC1,-3.4,-3,0,6,-3.0,-6,-3,96,-37
CCN(CC)CCN(C(=O)c1ccc2ccccc2c1)c1nc2ccc(F)cc2s1,-5.5,5,-5,15,-2.1,8,6,114,-1
CC(=O)N[C@@H](Cc1ccc(O)cc1)CN1C(N)=NC[C@@H]1CC(C)C,-1.7,6,4,23,-1.6,-9,12,108,-2
CC(C)(C)CN1CCN(CCCc2ccccc2)C(CCO)C1 (stereo not drawn),-1.0,-8,-2,22,0.9,2,2,107,6
COC(=O)C1CCN(C2CC(=O)N(c3cc(C)cc(C)c3)C2=O)CC1 (stereo not drawn),0.3,3,-23,31,0.9,-1,-21,73,-13
O=C(Nc1ccc(Oc2ccccc2)cc1)C1CCCN(c2ncccn2)C1 (stereo not drawn),-3.6,6,-9,30,1.5,30,nt,nt,-4
O=C(NNC(=O)c1ccc(Oc2ccc(C3SCCS3)cc2)o1)c1ccc(Cl)cc1,5.2*,27,7,nt,-1.0,7,-2,95,-9
CCCCn1c(SCC(=O)c2ccc(O)c(O)c2)nc2ccsc2c1=O,-3.3,2,37*,26,0.7,5,10,98,-7
CCCC(C)c1nnc(NC(=O)CS(=O)(=O)Cc2ccccc2)s1 (stereo not drawn),0.2,20,5,13,-2.6,2,2,100,-32
CN(CCc1ccccn1)S(=O)(=O)c1ccc2c3c(cccc13)C(=O)N2,-4.8,8,4,7,-2.3,34,1,100,-3
Cc1cccc(C(=O)N2CCC(=O)N(C(COCc3cccc(C(F)(F)F)c3)Cc3ccccc3)CC2)c1 (stereo not drawn),-2.5,-11,-1,38,-2.8,-22,0,100,-38
CCn1c(/N=C/c2c[nH]c3ccccc23)nc2ccccc21,-4.7,-8,4,6,-4.9,-47,4,103,5
COC(=O)Nc1ccc(S(=O)(=O)N2CCC(C)CC2)cc1,-3.0,3,2,-43,-0.8,16,-9,93,-8
CC(=O)c1sc(=S)n(-c2ccc(Cl)cc2)c1C,-2.2,-3,-1,-2,-2.7,3,-2,97,-3
CC(C)CCC(O)(CCC(C)C)C(=O)NN1CCCCC1,-1.4,-1,-10,30,-0.6,7,-2,96,-4
O=C(O)Cc1ccc(NC(=S)NCc2ccco2)cc1,-5.5,7,3,16,1.2,-1,0,104,-6
O=C(O)c1cccc(NS(=O)(=O)c2ccc(Cl)c(C(=O)O)c2)c1,-4.1,4,3,17,-0.9,-1,2,102,-1
CNC(=O)c1ccsc1NC(=O)c1ccc(S(=O)(=O)N2CCOCC2)cc1,-0.9,11,2,19,18*,-6,4,101,-3
CCc1nnc(NC(=O)CSc2nnc3ncccn23)s1,-2.4,3,-4,30,0.9,21,-2,93,4
CCCCNC(=O)N(O)C1N(/N=C/c2ccccc2OC)C(=S)SC1(C)C (stereo not drawn),-3.3,-5,6,6,-2.4,-14,11,108,-24
CC1CC(C)CN(C(=O)C2CCCN(S(=O)(=O)c3cnc[nH]3)C2)C1 (stereo not drawn),-4.5,9,2,nt,-1.2,23,7,104,-11
Cc1cc[n+](CC(=O)c2ccc3c(c2)OCCO3)cc1,-2.1,0,-4,nt,-5.5,-3,18,111,3
COc1ccccc1OCCNC(=O)C1CCCCC1,-3.4,6,-7,-1,-4.5,11,5,106,-5
CCOC(=O)CCC(=O)N(CCN(C(=O)CCC(=O)OCC)c1ccccc1)c1ccccc1,-1.0,8,5,19,-3.5,-3,2,104,-50
COC(=O)c1cc(S(=O)(=O)NCc2ccc(S(N)(=O)=O)cc2)oc1C,0.0,8,2,3,-1.4,20,0,95,-3
CC1CCN(S(=O)(=O)c2cn(CC(=O)N3CC(C)CC(C)C3)c(=O)c3ccccc23)CC1 (stereo not drawn),-4.7,2,-8,24,-0.1,11,-2,95,-1
Cc1nn(C)c(C(=O)NC(=S)Nc2ccccc2O)c1Cl,-4.6,-2,15,7,-8.4,-5,6,108,0
COc1ccc(S(=O)(=O)Nc2cc(C(=O)NCCC(C)C)ccc2N2CCOCC2)cc1,-2.5,1,-1,-2,-0.1,30,4,99,-30
CN1c2ccccc2C(C)(C)C12CC(c1ccc(Cl)c(S(=O)(=O)N3CCCC3)c1)=NO2 (stereo not drawn),-2.1,0,-1,3,-1.0,8,-2,99,-4
NS(=O)(=O)c1ccc(NC(=O)/C=C/c2ccccc2Cl)cc1,-3.8,5,-2,5,-4.4,0,-2,96,1
CN1CCC(=NNC(=O)C(=O)Nc2ccccc2)CC1,-2.4,1,5,7,-0.8,-17,0,94,0
CC(C)Nc1ncnc2ccc(Br)cc12,-3.8,1,-3,27,-4.2,1,-4,90,2
O=C(/C=C/c1ncc(C(F)(F)F)cc1Cl)OCc1ccccc1,-2.5,3,5,36,-0.8,4,10,112,3
O=C1COc2cccnc2N1,-4.2&-2.3,-4&4,-3&5,1&-17,-0.9&-2.7,-19&-5,-5&4,93&107,-3&3
Cc1ccc(-c2nc3ccccc3c(=O)n2O)cc1,-3.9,5,3,20,-3.3,22,1,97,-3
Cc1ccccc1NS(=O)(=O)c1cc2c(cc1C)N(C)CCO2,-3.4,-6,7,-18,-2.7,-3,-1,98,-24
CCOC(=O)N1CCN(C(=O)C2CCN(Cc3cccc(OCc4ccccc4)c3)CC2)CC1,-3.3,-9,1,26,-2.3,13,0,104,5
COc1ccc(C2(CNC(=O)c3ccccc3)CCOCC2)cc1,-3.4,1,-10,32,-3.7,4,6,105,-2
CC(=O)NCCC(=O)Nc1ccc(C)c(F)c1,-1.6,1,3,30,3.8,7,2,102,-3
CCOc1cc(NC(=O)c2ccccc2OC)c(OCC)cc1NC(=O)c1ccccc1,-2.7,-1,-5,16,-1.0,9,14,111,-6
Cc1c(C)n(C)c2ccc(C(=O)NCCCN3CCCCC3C)cc12 (stereo not drawn),-2.0,-19,3,12,-1.4,9,35*,178*,9
Cc1nnc(SCc2cnc(-c3ccc(C(C)C)cc3)s2)n1C,-3.7,-3,1,-14,-1.2,2,0,107,-29
CCC(C)(C)C1CCc2[nH]nc(C(=O)N/N=C(\C)c3ccco3)c2C1 (stereo not drawn),-2.5,7,-1,-3,-1.8,16,-1,99,-13
O=C(CN(C(=O)CCC(=O)Nc1nccs1)c1ccccc1F)NCc1ccc2c(c1)OCO2,-0.5,-21,-11,26,0.4,14,-4,96,-41
Cc1cc(C)cc(NC(=O)N2CCCC2C(=O)Nc2ccc(-n3cnnn3)c(C)c2)c1 (stereo not drawn),-2.0,2,-4,5,0.9,18,4,96,-14
O=C(O)c1cccc(CSc2ncccn2)c1,-1.8,4,2,8,-2.1,-12,-5,92,0
COc1cc2c(cc1OC)C(COc1ccc(F)cc1)NCC2 (stereo not drawn),0.9,-8,0,22,1.8,10,-9,97,13

# Going on with the list:
canonical_smiles,IMP-1 inhibitor,NS3 helicase inh,M18AAP inhibitor,NALP1 yeast inh,VIM-2 inh,UBC9 SUMO inh,MEKK2 mut-MEK5,MEKK2wt PB1 HTS,FID counter
CC(=O)c1c(OC(=O)c2ccccc2)c2ccccc2n1C,-2.0,0,1,-9,-1.6,-16,0,100,-11
CCCc1ccc(OCCNC(=O)CC)cc1,0.0,8,-14,11,-0.3,-11,-5,86,-10
O=c1[nH]c2ccccc2nc1C(Nc1ccccc1)c1ccccc1 (stereo not drawn),-1.2,-15,-13,5,-1.5,11,-3,83,-4
O=C(NC1CCCCC1)c1ccc(OC2CCN(Cc3ccccn3)CC2)cc1,-0.3,1,-7,1,-1.8,6,-4,99,-6
COc1ccc(C(=O)Nc2ccc(S(=O)(=O)Nc3nccc(C)n3)cc2)cc1[N+](=O)[O-],1.3,-1,-2,23,-0.8,1,1,107,-1
CCCCC(=O)OCc1cn(-c2ccc(Cl)cc2)nn1,1.6,-4,3,19,0.0,15,0,100,-17
O=C(Nc1ccccc1Cl)C1CCCN(S(=O)(=O)c2cccc3cccnc23)C1 (stereo not drawn),-2.2,2,-6,-18,-2.2,-3,-1,93,-39
Cc1ccc(CNC(=O)C(=O)NCC2OCCN2S(=O)(=O)c2ccc3c(c2)OCCO3)cc1 (stereo not drawn),-2.0,-13,-1,37,-2.7,10,13,105,-18
COC(=O)CCCC(=O)N1CCC(CCC(=O)NC2CC2)CC1,-2.9,0,0,12,-2.0,-3,1,104,-5

# Sorted by SMILES length (highest first): part of the list above.
canonical_smiles,IMP-1 inhibitor,NS3 helicase inh,M18AAP inhibitor,NALP1 yeast inh,VIM-2 inh,UBC9 SUMO inh,MEKK2 mut-MEK5,MEKK2wt PB1 HTS,FID counter
COc1ccc(C(=O)Nc2ccc(S(=O)(=O)Nc3nccc(C)n3)cc2)cc1[N+](=O)[O-],1.3,-1,-2,23,-0.8,1,1,107,-1
CC(C)c1ccc(N2CCN(C(=O)c3ccccc3NC(=O)/C=C\C(=O)O)CC2)cc1,-1.7,4,-2,17,0.1,17,-1,96,-19
CN1CCC(=NNC(=O)C(=O)Nc2ccccc2)CC1,-2.4,1,5,7,-0.8,-17,0,94,0

# Compounds were not picked by outcome; 4.7% or so of the library scored in one or more.
